Source: PubChem BioAssay (NCI)
Growth percent in the NCI-60 one-dose screen (48 h, 10 µM unless noted): 100 = growth as untreated, 0 = no growth, -100 = all killed.
SN12C: SN12C renal cancer cells. 3.8% of 81,000 active
SW-620: SW-620 colon cancer | 5.2% of 82,000 active
HCT-116: HCT-116 colon cancer; 7.3% of 82,000 active; AID 1794798
TK-10: TK-10 renal cancer cells; 3.9% of 81,000 active; AID 1794769
UO-31: UO-31 renal cancer; 5.2% of 81,000 active; AID 1794768
HCT-15: HCT-15 colon cancer; 5.2% of 82,000 active
HCC-2998: HCC-2998 colon cancer | AID 1794799 | 4.7% of 79,000 active
HT29: HT29 colon cancer; 7.4% of 81,000 active; AID 1794748
786-0: 786-0 renal cancer cells | 5.1% of 81,000 active | AID 1794775
Starred values were filed as active, the others as inactive; nt = not tested or not shown; & = joins results of further samples. How the source made its calls: active means growth percent below 10; inactive means the rest.

# | Structure | SN12C | SW-620 | HCT-116 | TK-10 | UO-31
1 | CN1C(=O)C(=Cc2coc3ccccc3c2=O)C(=O)N(C)C1=O | 89 | 103 | 85 | nt | 68
2 | Cc1cccc(CC(c2cccc(C)c2)N(C)C)c1 (stereo unspecified) | 101 | 108 | 94 | 100 | 80
3 | C[C@@H]1CCC2[C@@H](C)[C@H](OC(=O)CCC(=O)NCCNC(=O)Cc3cc(=O)oc4cc(N(C)C)ccc34)O[C@@H]3O[C@]4(C)CC[C@@H]1C23OO4 (stereo partly specified) | 32 | 25 | 10 | 20 | 13
4 | CCOP(=O)(OCC)/C(C#N)=C/c1ccc(Br)cc1 | 99 | 105 | 101 | 104 | 81
5 | N[C@@H](C[C@@H]1CC(Br)=NO1)C(=O)O | 100 | 101 | 96 | 101 | 84
6 | O=[P+](O)c1ccccc1 | 104 | 106 | 100 | 117 | nt
7 | CC[C@H](C)[C@H](NC(=O)N[C@@H](C)c1ccccc1)C(=O)N(C)[C@H](C[C@@H](OC(C)=O)c1nc(C(=O)N[C@@H](Cc2ccccc2)C[C@H](C)C(=O)OC)cs1)C(C)C | 40 | 17 | 9.9* | nt | 28
8 | N#CC(C#N)=Cc1ccc2ccccc2c1 | 111 | nt | 107 | 111 | nt
9 | CN1CC2C3C=CC(C3)C2C1 (stereo unspecified) | 101 | 109 | 103 | 110 | 89
10 | COc1cc2c(cc1OC)C13CCN4CC5=CCOC6CC(=O)N2C1C6C5C3C4 (stereo unspecified) (tested in a mixture with another compound) | 85 | 107 | 91 | 110 | 75
11 | O=C(Nc1ccc(S(=O)(=O)F)cc1)Oc1ccc([N+](=O)[O-])cc1 | 95 | 104 | 93 | 140 | 85
12 | CCC1CN1P(=O)(c1ccccc1)N1CC1CC (stereo unspecified) | 101 | 104 | 105 | 107 | 85
13 | NCC(O)c1cccc(O)c1 (stereo unspecified) | 102&100 | 106&102 | 103&100 | 97&110 | 91&81
14 | CC(C)(C)CC(C)(C)c1ccc(O)cc1 | 107 | 110 | 92 | 114 | 90
15 | O=c1c2ccccc2nc(-c2ccccc2Cl)n1-c1nnc(C(F)(F)F)s1 | 22 | 38 | 17 | 42 | 19

# | HCT-15 | HCC-2998 | HT29 | 786-0
1 | 83 | 99 | 112 | 95
2 | 103 | 109 | 94 | 95
3 | 7.8* | 50 | 26 | 37
4 | 96 | 102 | 98 | 104
5 | 97 | 100 | 90 | 97
6 | 108 | nt | 118 | nt
7 | 12 | 24 | -24* | 11
8 | 111 | nt | 113 | 104
9 | 101 | 94 | 105 | 100
10 | 109 | 102 | 101 | 122
11 | 99 | nt | 96 | 100
12 | 99 | nt | 109 | 106
13 | 101&99 | 111&103 | 104&105 | 99&100
14 | 104 | 115 | 114 | 95
15 | 21 | 18 | 30 | 22

More entries:
# | Structure | SN12C | SW-620 | HCT-116 | TK-10 | UO-31
16 | CC(/C=N/N=C(N)N)=N\N=C(N)N | 74 | 71 | 49 | 62 | 47
17 | Oc1c(Cl)cc(Cl)cc1CCl | 99 | 102 | 113 | 109 | 81
18 | CC(=O)N(C)C1=Nc2ccc(Cl)cc2C(c2ccccc2)=[N+]([O-])C1 | 97 | 107 | 99 | 102 | 81
19 | O=[P+](O)c1cccnc1 | 102 | 107 | 102 | 103 | 92
20 | CC12CCC(Cl)CC1=CCC1C2CCC2(C)C(O)CCC12 (stereo unspecified) | 97 | 96 | 105 | 112 | 87
21 | CCCC(C)SP(=S)(SC(C)CCC)SC(C)CCC (stereo unspecified) | 108 | 92 | 101 | 104 | 93
22 | COc1cc([C@@H]2c3cc4c(cc3[C@H](OC(C)=O)[C@H]3COC(=O)[C@@H]23)OCO4)cc(OC)c1OC | nt | 27 | -14* | 42 | 39
23 | COc1cc(C2=NN(C(C)=O)C(c3sc(N(CCCl)CCCl)nc3Cl)C2)cc(OC)c1OC (stereo unspecified) | 99 | 110 | 86 | 105 | 85
24 | Cc1c2ccncc2c(C)c2c1[nH]c1ccccc12 | -76* | -64* | -57* | -81* | -82*
25 | COc1ccc([N+](=O)[O-])cc1 | 102 | 103 | 106 | 113 | 96
26 | C=CCCCN=C=S | 60 | 66 | 45 | 69 | 70
27 | CC(C)(C)NCC(O)c1cc(Cl)c(N)c(Cl)c1 (stereo unspecified) | 90 | 102 | 105 | 110 | 84
28 | COc1ccc(Cc2nccc3cc(OC)c(OC)cc23)cc1OC | 61 | 84 | 60 | 75 | 57
29 | CNC(Cc1ccccc1)c1ccco1 (stereo unspecified) | 99 | 109 | 76 | 98 | 90
30 | COc1ccc2c(c1OC)C(=O)O[C@@H]2[C@H]1c2cc3c(cc2CCN1C)OCO3 | 100&96 | 100&106 | 91&103 | 109&110 | 99&85

# | HCT-15 | HCC-2998 | HT29 | 786-0
16 | 100 | -63* | 66 | 56
17 | 97 | 102 | 95 | 117
18 | 108 | nt | 104 | 110
19 | 106 | 115 | 94 | 98
20 | 92 | 104 | 96 | 100
21 | 103 | 91 | 100 | 99
22 | 12 | -21* | 1.6* | 2.3*
23 | 102 | 115 | 100 | 105
24 | -40* | -97* | 2.0* | -96*
25 | 110 | nt | 111 | 100
26 | 55 | 102 | 37 | 93
27 | 98 | 104 | 106 | 102
28 | 75 | 76 | 58 | 79
29 | 102 | 87 | 89 | 87
30 | 112&105 | 104 | 116&104 | 109&95

In the list so far, four have four or more nitrogen atoms.
# | Structure | SN12C | SW-620 | HCT-116 | TK-10 | UO-31
7 | CC[C@H](C)[C@H](NC(=O)N[C@@H](C)c1ccccc1)C(=O)N(C)[C@H](C[C@@H](OC(C)=O)c1nc(C(=O)N[C@@H](Cc2ccccc2)C[C@H](C)C(=O)OC)cs1)C(C)C | 40 | 17 | 9.9* | nt | 28
15 | O=c1c2ccccc2nc(-c2ccccc2Cl)n1-c1nnc(C(F)(F)F)s1 | 22 | 38 | 17 | 42 | 19
16 | CC(/C=N/N=C(N)N)=N\N=C(N)N | 74 | 71 | 49 | 62 | 47
23 | COc1cc(C2=NN(C(C)=O)C(c3sc(N(CCCl)CCCl)nc3Cl)C2)cc(OC)c1OC (stereo unspecified) | 99 | 110 | 86 | 105 | 85

# | HCT-15 | HCC-2998 | HT29 | 786-0
7 | 12 | 24 | -24* | 11
15 | 21 | 18 | 30 | 22
16 | 100 | -63* | 66 | 56
23 | 102 | 115 | 100 | 105

One compound at a time, from the list above. Order of screens: SN12C	SW-620	HCT-116	TK-10	UO-31	HCT-15	HCC-2998	HT29	786-0
Entry for `CC(=O)N(C)C1=Nc2ccc(Cl)cc2C(c2ccccc2)=[N+]([O-])C1` : 97	107	99	102	81	108	nt	104	110
Entry for `O=C(Nc1ccc(S(=O)(=O)F)cc1)Oc1ccc([N+](=O)[O-])cc1` : 95	104	93	140	85	99	nt	96	100
Entry for `COc1ccc2c(c1OC)C(=O)O[C@@H]2[C@H]1c2cc3c(cc2CCN1C)OCO3` : 100&96	100&106	91&103	109&110	99&85	112&105	104	116&104	109&95
Entry for `CN1CC2C3C=CC(C3)C2C1` (stereo unspecified) : 101	109	103	110	89	101	94	105	100
Entry for `Cc1c2ccncc2c(C)c2c1[nH]c1ccccc12` : -76*	-64*	-57*	-81*	-82*	-40*	-97*	2.0*	-96*

More compounds follow:
# | Structure | SN12C | SW-620 | HCT-116 | TK-10 | UO-31
31 | O=S(=O)(O)c1ccc(-c2ccc([As](=O)(O)O)cc2)cc1 | 104 | 103 | 108 | 96 | 89
32 | O=S1(=O)OCCOS(=O)(=O)C1(Cl)Cl | 103 | 96 | 96 | 103 | 90
33 | Nc1cccc2c1Cc1cc([N+](=O)[O-])ccc1-2 | 109 | 115 | 104 | 100 | 77
34 | N#Cc1ccc(NC(=O)N2CC2)cc1 | 96 | 88 | 94 | nt | 76
35 | CCOP(=O)(OCC)/C(C)=N/O | 104 | 101 | 106 | 107 | 90
36 | CC1CN2C(=O)C1(c1ccccc1)C(=O)NC2=S (stereo unspecified) | 102 | 104 | 99 | 100 | 89
37 | CC(C)C[C@H](NC(=O)CN1C(=O)CN=C(c2ccccc2)c2ccccc21)B(O)O | 96 | 106 | 100 | 108 | 89
38 | COc1cc(C)c(-c2ccc(=O)c(OC)cc2C)c(OC)c1OC | 97&102 | 92&102 | 102&99 | 96&102 | 86&85
39 | N#CCC(=O)c1ccccc1 | 109 | 98 | 107 | 119 | 79
40 | CCCCCN(CCCCC)C(C)C(O)c1ccc(Cl)cc1 (stereo unspecified) | 98 | 86 | 71 | 99 | 75
41 | C[C@]12CCc3nc(-c4ccc(C(F)(F)F)cc4)sc3C1=CC[C@@H]1[C@@H]2CC[C@]2(C)C(=O)CC[C@@H]12 | 99 | 99 | 90 | 110 | 86
42 | CC(C)C1(NC(=O)C2CC3c4cccc5[nH]cc(c45)CC3N(C)C2)OC2(O)C3CCCN3C(=O)C(Cc3ccccc3)N2C1=O (stereo unspecified) | 99 | 103 | 96 | 123 | 91
43 | CN[C@@]1(c2ccccc2Cl)CCCC[C@@H]1NCc1ccccc1 | 99 | 103 | 98 | 95 | 74
44 | OCCCCCNC1CCCCC1 | 105 | 107 | 95 | 87 | 87
45 | COc1ccccc1[As](=O)(O)CC(O)COc1ccc(Cl)cc1Cl (stereo unspecified) | 101 | 110 | 108 | 133 | 106

# | HCT-15 | HCC-2998 | HT29 | 786-0
31 | 103 | 105 | 99 | 103
32 | 106 | 95 | 96 | 102
33 | 93 | 98 | 99 | 94
34 | 100 | 108 | 99 | 103
35 | 92 | 115 | 102 | 105
36 | 103 | 106 | 102 | 101
37 | 97 | 110 | 97 | 104
38 | 81&94 | 101&106 | 108&107 | 100&101
39 | 100 | 71 | 110 | 107
40 | 100 | 100 | 60 | 100
41 | 75 | 104 | 90 | 72
42 | 89 | 105 | 101 | 96
43 | 100 | 103 | 106 | 97
44 | 96 | 104 | 91 | 100
45 | 107 | 104 | 104 | 108

Next section, overlapping the part above by two compounds.
# | Structure | SN12C | SW-620 | HCT-116 | TK-10 | UO-31
44 | OCCCCCNC1CCCCC1 | 105 | 107 | 95 | 87 | 87
45 | COc1ccccc1[As](=O)(O)CC(O)COc1ccc(Cl)cc1Cl (stereo unspecified) | 101 | 110 | 108 | 133 | 106
46 | CCSP(=S)(SC)SCC | 96 | 94 | 99 | 90 | 97
47 | Nc1cccc(CCCCc2ccc(Cl)c(S(=O)(=O)F)c2)c1 | 102 | 102 | 103 | 118 | 85
48 | OCCCN1CCN(c2ccccc2Cl)CC1 | 94 | 100 | 93 | 117 | 89
49 | CC[C@@]1(O)CC[C@@]2(C)[C@@H](CC[C@@H]3[C@@H]2CC[C@]2(C)[C@@H](O)CC[C@@H]32)C1 | 97 | 103 | 108 | 115 | 89
50 | CC1(C)N=C(N)N=C(N)N1c1ccc(OCCCCOc2ccc(S(=O)(=O)F)cc2)c(Cl)c1 | 17 | 13 | 11 | 11 | 68
51 | O=C(O)c1cc(Cl)c(O)c(Cl)c1 | 96 | 107 | 108 | 100 | 90
52 | O=[N+]([O-])c1ccc(O)c(CBr)c1 | 107 | nt | 105 | 111 | 90
53 | CNC(Cc1ccccc1)c1ccc(N(C)C)cc1 (stereo unspecified) | 98 | 90 | 97 | 95 | 88
54 | COc1ccc(/C=C(/c2cc(OC)c(OC)c(OC)c2)c2nn[nH]n2)cc1 | 101 | 108 | 95 | 105 | 95
55 | COC(=O)[C@@H](C)C[C@H](Cc1ccccc1)NC(=O)c1csc([C@@H](C[C@H](C(C)C)N(C)C(=O)[C@H](C)NC(=O)[C@H]2CCCCN2C)OC(C)=O)n1 | 36 | 18 | nt | 62 | 66
56 | COc1ccccc1N1CCNCC1 | 103 | 112 | 95 | 111 | 93
57 | NC(CCl)CCl | 101 | 102 | 107 | 111 | 93
58 | CNP1(NC)=NP(NC)(NC)=NP(NC)(NC)=N1 | 100 | 99 | 93 | 80 | 85
59 | CC(=O)O[C@H]1CCC2C3CCC4=C/C(=N/O)CCC4(C)C3CCC21C (stereo partly specified) | 103 | 74 | 75 | 103 | 65
60 | CCCOC(=O)N[C@H]1CCc2c(Br)c(OC)c(OC)c(OC)c2-c2ccc(SC)c(=O)cc21 | 14 | 15 | -13* | 43 | 21
61 | NC(Cc1ccc(O)cc1)c1ccc(O)cc1 (stereo unspecified) | 101 | 103 | 100 | 98 | 91

# | HCT-15 | HCC-2998 | HT29 | 786-0
44 | 96 | 104 | 91 | 100
45 | 107 | 104 | 104 | 108
46 | 102 | 109 | 102 | 92
47 | 95 | 109 | 105 | 99
48 | 104 | 99 | 111 | 100
49 | 104 | 103 | 109 | 99
50 | 33 | 32 | 8.7* | 21
51 | 107 | 112 | 97 | 106
52 | 107 | 110 | 109 | 100
53 | 92 | 117 | 97 | 99
54 | 100 | 101 | 105 | 101
55 | 45 | 34 | 9.4* | 35
56 | 101 | nt | 104 | 99
57 | 87 | 101 | 98 | 107
58 | 103 | 101 | 76 | 87
59 | 72 | 84 | 76 | 77
60 | 7.9* | 16 | 12 | 1.4*
61 | 108 | 107 | 82 | 95

Some of the compounds tested; count on the stated rates, not on these rows.
